Bcl-B displacement: displacers of TR3 peptide from Bcl-B, primary screen, selectivity assay for Bfl-1 inhibitor project, biochemical, fluorescence polarization; displacement, % at 20 µM, or IC50 in µM where a hit was titrated; hit rate 0.11% among 96,000; FP displacement of FITC-TR3 peptide from Bcl-B; higher % means a stronger effect;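 active = displacement above 50% at 20 µM plus a fluorescence interference ratio under 1.5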;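 note: plate controls were wells without compound for no effect and wells lacking Bcl-B protein for full effect; a part of the inactive calls stands beside numbers as strong as those of hits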
NFkB transloc pot: enhances IL-1B driven NFkB nuclear translocation; HUVEC IL-1B NFkB p65 nuclear translocation imaging; activation, % at 2 µM; hit rate 0.3% among 94,000; AID 819;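 active = activation above 40%, about the mean plus 3 SD, also judged a hit on visual image review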;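 note: percent activation is computed from the nuclear over cytoplasmic p65 intensity ratio; values of inactives mirror those of a sister screen read the other way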
MRP resist rev: reverses drug resistance mediated by MRP; H69AR cells + 2 uM doxorubicin, CellTiter-Glo, 72 h; differential viability (reversal), % at 10 µM; hit rate 0.04% among 85,000;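 active = viability drop by adding the cancer drug above about 55%, with treated viability meeting a 40% cutoff, limit read from the data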;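 note: viability without doxorubicin minus viability with 2 µM doxorubicin for each compound; larger differential means the compound sensitizes cells more to doxorubicin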
PLAP inhibition: inhibition of human placental alkaline phosphatase – biochemical, luminescence, HTS (AID 690); purified PLAP, luminescent substrate; higher % means a stronger effect; hit rate 0.08% among 96,000; one-dose inhibition, % at 20 µM; IC50 in µM for titrated hits; in the data active = a potency from the dose series; inactive = the rest, 99 in 100 with inhibition below about 30%; note: strong numbers were not always called active
IL1B NFkB inh: blocks IL-1B driven NFkB nuclear translocation in HUVEC cells; HUVEC IL-1B NFkB p65 nuclear translocation imaging; inhibition, % at 2 µM; hit rate 0.43% among 94,000; AID 796;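 active = inhibition above about 30% together with a positive call from visual inspection of the well image, limit read from the data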;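 note: nuclear over cytoplasmic p65 intensity ratio measured by imaging; 0% = IL-1B stimulated DMSO wells and 100% = unstimulated DMSO wells; values of inactives mirror those of a sister screen read the other way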
MRP resist rev cytotoxicity: also measured in MRP resist rev; calls as there; viability, %; H69AR cells, CellTiter-Glo, 72 h; measured here: cytotoxicity without doxorubicin
MRP resist rev with doxorubicin: recorded beside MRP resist rev, whose call it bears; viability, %; measured here: viability with 2 uM doxorubicin; active compounds read low
IL1B NFkB inh cell count 2 µM: second read-out of IL1B NFkB inh, no call of its own (marks repeat the call); cell count; measured here: cells passing quality filter;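 raw number of nuclei counted in each imaged well without normalization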
NFkB transloc pot cell count 2 µM: recorded beside NFkB transloc pot, whose call it bears; cell count; measured here: cells passing quality filter
Numbers without * were called inactive; / = no result given. The list is partial, so the mix of outcomes need not match the whole.

SMILES | Bcl-B displacement | NFkB transloc pot | NFkB transloc pot cell count 2 µM | MRP resist rev | MRP resist rev cytotoxicity | MRP resist rev with doxorubicin | PLAP inhibition | IL1B NFkB inh | IL1B NFkB inh cell count 2 µM
O=c1c2nnn(Cc3ccccc3)c2ncn1-c1ccccc1 | 0% | 4 | 152 | 10 | 95 | 85 | 7% | -4 | 152
C(=C\c1cccc2ccccc12)/c1nnc(-c2cccs2)o1 | -6% | / | / | / | / | / | 18% | / | /
CCCCOc1ccc(C(=O)NC)cc1 | 0% | 8 | 128 | 1 | 96 | 96 | 22% | -8 | 128
Cn1ncc(Cl)c1C(=O)Nc1cc(C(F)(F)F)ccc1F | / | 5 | 99 | 0 | 89 | 89 | / | -5 | 99
Cc1cccc(CCNS(=O)(=O)c2ccc(S(=O)(=O)NC3CCCC3)cc2)c1 | 2% | 7 | 50 | 0 | 78 | 78 | 19% | -6 | 50
Cn1ncc(C#N)c1/N=C/N1CCCC1 | -6% | 16 | 184 | 10 | 103 | 93 | 11% | -16 | 184
Clc1ccc(Cl)c(OCc2cc(-c3ccccc3Cl)on2)c1 | -8% | -9 | 179 | / | / | / | 14% | 9 | 179
CCOc1ccc(CC(=O)NCc2cn3c(C)csc3n2)cc1 | 0% | 14 | 122 | 13 | 89 | 76 | 8% | -14 | 122
CCOc1nc(OCC)nc(N2CCC(C)CC2)n1 | -12% | -1 | 101 | 9 | 94 | 85 | -38% | 2 | 101
Cc1cnc(C(=O)Nc2ccc(C(=O)N(C)C3CCCCC3)cc2)cn1 | 4% | / | / | -14 | 82 | 96 | -12% | / | /
O=C(O)c1cc(O)ccc1-c1ccc(O)cc1 | 8% | 2 | 178 | -6 | 93 | 99 | 1% | -2 | 178
O=C(O)C1CCCCC1C(=O)Nc1ccccn1 (stereo not given) | -5% | 5 | 141 | -1 | 84 | 85 | 0% | -5 | 141
CC1CCN(CC(O)COCCC23CC4CC(CC(C4)C2)C3)CC1 (stereo not given) | 10% | 7 | 167 | 12 | 52 | 40 | -68% | -7 | 167
COc1ccc(NC(=O)C2CC(c3cc(OC)c(OC)c(OC)c3)=NO2)cc1OC (stereo not given) | -10% | -7 | 229 | -12 | 72 | 84 | -34% | 7 | 229
CCCn1nc(NC(=O)CC(C)C)c2cc3ccccc3nc21 | 3% | 1 | 159 | 8 | 92 | 84 | 0% | -1 | 159
COc1cc(C2Nc3cccc4cccc(c34)N2)cc(OC)c1OC(C)=O | 4% | / | / | / | / | / | -26% | / | /
CCCN(CCC)CC(O)COc1ccc([N+](=O)[O-])cc1 (stereo not given) | -1% | -10 | 154 | / | / | / | 12% | 10 | 154
CC1CC(C)CN(C(=O)C(NS(=O)(=O)c2ccc3c(c2)oc(=O)n3C)C(C)C)C1 (stereo not given) | 4% | -9 | 187 | -10 | 89 | 99 | -54% | 9 | 187
CC(C)CCNC(=O)COC(=O)c1ccc(Br)o1 | 1% | -2 | 141 | / | / | / | 34% | 2 | 141
c1cc(C2CCCCC2)ccc1Oc1nc(N2CCOCC2)nc(N2CCOCC2)n1 | 38% | -9 | 56 | 5 | 85 | 80 | -34% | 11 | 56
Cc1nc(SCC(=O)NCc2ccc3c(c2)OCO3)c(C#N)c2c1CCCC2 | -2% | -1 | 146 | -1 | 85 | 86 | 27% | 1 | 146
CC(c1ccco1)N(C(=O)COc1ccc(Cl)cc1)c1ccccn1 (stereo not given) | -3% | 18 | 183 | 21 | 93 | 73 | -40% | -18 | 183
Cc1ccccc1NC(=S)NCc1cccs1 | -5% | -3 | 154 | -3 | 84 | 87 | 5% | 2 | 154
CC(C)NS(=O)(=O)c1ccc(OCC(=O)N2CCCC2)cc1 | / | 29 | 133 | 6 | 90 | 85 | / | -29 | 133
O=C(Cc1ccccc1)Nn1cnc2ccccc21 | -8% | 1 | 156 | -2 | 86 | 88 | -6% | -1 | 156
O=c1c2ccccc2ncn1CCCSc1ccc(Cl)cc1 | -10% | -8 | 188 | / | / | / | 17% | 8 | 188
Cc1ccc(-n2nc(C(=O)N/N=C/c3cccc(C(F)(F)F)c3)c3ccccc3c2=O)cc1C | 0% | 27 | 137 | / | / | / | 6% | -27 | 137
CC(C)OCCCn1c(=NC(=O)c2ccncc2)c(C#N)cc2c(=O)n3ccccc3nc21 | -10% | 5 | 94 | 44 | 71 | 27 | 6% | -5 | 94
CSc1ccc(CNc2cccc3ccccc23)cc1 | 3% | 17 | 163 | / | / | / | 46% | -17 | 163
Cc1ccc(NC2=NC(c3ccc(O)cc3)n3c(nc(C)cc3=O)N2)cc1 (stereo not given) | 5% | 27 | 183 | 16 | 94 | 78 | -42% | -27 | 183
COc1ccccc1NC(=O)C1=C(C)Nc2ncnn2C1c1cccs1 (stereo not given) | -12% | -13 | 138 | / | / | / | 2% | 13 | 138
CC(NC(=O)Nc1ccc(F)cc1F)c1ccncc1 (stereo not given) | -2% | 0 | 137 | 6 | 91 | 85 | 7% | 0 | 137
Fc1ccc(N2CCN(c3ncnc4nc[nH]c34)CC2)cc1 | -3% | 3 | 60 | 10 | 92 | 82 | -64% | -3 | 60
Cc1cc(OC(C)C)nc(NCc2ccccc2)n1 | -6% | -11 | 172 | -23 | 51 | 74 | 13% | 11 | 172
CC(C)[C@H](NC(=O)OCc1ccccc1)C(=O)OCC(=O)NC1CCCCC1 | -3% | 30 | 70 | 15 | 96 | 81 | -56% | -30 | 70
Cc1cccc(NC(=O)CS(=O)(=O)c2cn(C)c3ccccc23)c1 | 2% | / | / | 9 | 88 | 78 | 11% | / | /
Cc1ccc(Sc2ccc(NC(=O)c3ccc(S(C)(=O)=O)cc3Cl)cc2)cc1 | -3% | -3 | 146 | / | / | / | 9% | 3 | 146
CC(=O)Oc1ccc2ccccc2c1C(NC(=O)Cc1ccccc1)c1ccc(Cl)cc1 (stereo not given) | 0% | 0 | 107 | / | / | / | -7% | 0 | 107
CC1C(=O)CCN(C(C)C)C1C (stereo not given) | 12% | -12 | 147 | 8 | 100 | 91 | -22% | 12 | 147
COc1cccc(-n2cc3c(=O)n(C)c(=O)n(C)c3c2)c1 | -2% | 6 | 149 | 4 | 93 | 89 | 7% | -6 | 149

Entries of single compounds, quoted from the list. Order of values: Bcl-B displacement, NFkB transloc pot, NFkB transloc pot cell count 2 µM, MRP resist rev, MRP resist rev cytotoxicity, MRP resist rev with doxorubicin, PLAP inhibition, IL1B NFkB inh, IL1B NFkB inh cell count 2 µM
`Cc1ccc(-n2nc(C(=O)N/N=C/c3cccc(C(F)(F)F)c3)c3ccccc3c2=O)cc1C` is listed as 0%, 27, 137, /, /, /, 6%, -27, 137
`CC(C)OCCCn1c(=NC(=O)c2ccncc2)c(C#N)cc2c(=O)n3ccccc3nc21` is listed as -10%, 5, 94, 44, 71, 27, 6%, -5, 94
`COc1ccccc1NC(=O)C1=C(C)Nc2ncnn2C1c1cccs1` (stereo not given) is listed as -12%, -13, 138, /, /, /, 2%, 13, 138
`Cc1ccccc1NC(=S)NCc1cccs1` is listed as -5%, -3, 154, -3, 84, 87, 5%, 2, 154

More entries follow:
SMILES | Bcl-B displacement | NFkB transloc pot | NFkB transloc pot cell count 2 µM | MRP resist rev | MRP resist rev cytotoxicity | MRP resist rev with doxorubicin | PLAP inhibition | IL1B NFkB inh | IL1B NFkB inh cell count 2 µM
CCn1c(CCCOc2ccc(Cl)cc2Cl)nnc1SCC(=O)Nc1cccc(F)c1 | 11% | -10 | 136 | / | / | / | 13% | 10 | 136
COc1ccc(CNc2ccccc2)cc1Br | / | -2 | 136 | -1 | 97 | 98 | / | 2 | 136
CCc1cc(C(=O)NNC(=S)Nc2cccc(C)c2)cs1 | / | 7 | 109 | -2 | 67 | 68 | / | -7 | 109
COC(=O)c1ccc(C2C(Oc3ccc(OC)cc3)C(=O)N2CCc2ccc(F)cc2)cc1 (stereo not given) | 2% | -8 | 146 | / | / | / | 20% | 8 | 146
CCC1(C)Cc2ccccc2-c2nc(NCCO)n(-c3ccc(C)cc3)c(=O)c21 (stereo not given) | -6% | 13 | 192 | -4 | 69 | 73 | -65% | -13 | 192
C=CCOc1ccc(/C(O)=C2\C(=O)C(=O)N(CCOC)C2c2cccnc2)cc1 (stereo not given) | -1% | 14 | 182 | 8 | 98 | 90 | -6% | -14 | 182
COc1cccc(-c2nc(CS(=O)CC(=O)NCc3ccc4c(c3)OCO4)c(C)o2)c1 (stereo not given) | -7% | / | / | -9 | 83 | 92 | -46% | / | /
O=C(Cn1cnc2c(cnn2-c2ccccc2)c1=O)NCc1ccccc1 | 8% | 22 | 115 | -25 | 31 | 56 | 6% | -22 | 115
COc1cccc(C(=O)N2CCN(S(=O)(=O)Cc3ccccc3)CC2)c1 | 1% | 4 | 225 | -1 | 91 | 93 | -6% | -4 | 225
CN(C)c1nc(Oc2ccc(=O)[nH]n2)nc(N2CCOCC2)n1 | 1% | 13 | 148 | 26 | 104 | 79 | 18% | -13 | 148
CCC(C)NC(=O)c1c(N)n(/N=C/c2ccccn2)c2nc3ccccc3nc12 (stereo not given) | -47% | 2 | 106 | 0 | 11 | 11 | -49% | -2 | 106
C[C@H](NC(=O)OC(C)(C)C)C(=O)NCC1CCC(C(=O)O)CC1 (stereo not given in full) | -9% | -3 | 145 | -5 | 90 | 95 | 11% | 3 | 145
Cc1occc1-c1nnc(SCC(=O)NCc2cccs2)n1CC1CCCO1 (stereo not given) | 0% | 32 | 198 | 2 | 82 | 80 | -15% | -32 | 198
O=C(Oc1ccc2c(c1)OCC2=O)c1ccccc1 | -19% | 21 | 117 | -18 | 96 | 114 | -10% | -21 | 117
CC(C)CNC(=O)CN(C1CCCCC1)S(C)(=O)=O | 1% | -4 | 119 | 8 | 103 | 95 | 16% | 4 | 119
O=C1COc2ccc(C(=O)COC(=O)c3ccc4ccccc4n3)cc2N1 | -157% | 2 | 187 | -11 | 78 | 89 | -39% | -2 | 187
COc1ccccc1NS(=O)(=O)c1ccc(NC(=O)CCNC(=O)c2ccco2)cc1 | 0% | 33 | 136 | -3 | 90 | 93 | -14% | -33 | 136
Cc1n[nH]c(C)c1S(=O)(=O)N1CCCC(C(=O)N2CCN(c3ccc(Cl)cc3)CC2)C1 (stereo not given) | -19% | -9 | 202 | -6 | 63 | 69 | -86% | 9 | 202
CSc1c(CC(=O)NCCO)n(C)c2ccccc12 | / | -9 | 167 | 2 | 95 | 93 | / | 9 | 167
CCOc1cc(C)c(Cl)cc1S(=O)(=O)N1CCCC1 | 4% | 3 | 161 | 16 | 94 | 78 | -3% | -3 | 161
CC1CCCCC1NC(=O)CN1CCC(O)(c2ccc(F)cc2)CC1 (stereo not given) | 7% | 38 | 138 | -3 | 96 | 99 | -30% | -38 | 138
O=S(=O)(NC1CCN(Cc2ccccc2)CC1)c1cccc2cccnc12 | 0% | 0 | 134 | 5 | 79 | 74 | -35% | 0 | 134
Clc1ccc(CSCCc2ccncc2)cc1 | -3% | -20 | 158 | 2 | 103 | 101 | 5.8µM* | 20 | 158
COC(=O)CN(c1nc(C)c(Cl)c(OC)n1)S(=O)(=O)c1ccc(C)cc1 | -7% | -13 | 65 | -9 | 82 | 90 | -3% | 13 | 65
COC(=O)c1[nH]c2cccc(OC)c2c1NC(=O)C(C)N1CCC(C)CC1 (stereo not given) | -4% | -2 | 193 | 6 | 88 | 82 | -32% | 2 | 193
Cc1cccc(COc2ccc(/C(O)=C3\C(=O)C(=O)N(CCN(C)C)C3c3ccncc3)cc2)c1 (stereo not given) | 0% | -7 | 140 | / | / | / | -33% | 7 | 140
Clc1ccc(/C=N/NC(=Nc2ccccc2)c2ccccn2)c(Cl)c1 | -14% | -23 | 113 | / | / | / | -1% | 7 | 175

Gathered by group, those above with a COOH group
SMILES | Bcl-B displacement | NFkB transloc pot | NFkB transloc pot cell count 2 µM | MRP resist rev | MRP resist rev cytotoxicity | MRP resist rev with doxorubicin | PLAP inhibition | IL1B NFkB inh | IL1B NFkB inh cell count 2 µM
O=C(O)c1cc(O)ccc1-c1ccc(O)cc1 | 8% | 2 | 178 | -6 | 93 | 99 | 1% | -2 | 178
O=C(O)C1CCCCC1C(=O)Nc1ccccn1 (stereo not given) | -5% | 5 | 141 | -1 | 84 | 85 | 0% | -5 | 141
C[C@H](NC(=O)OC(C)(C)C)C(=O)NCC1CCC(C(=O)O)CC1 (stereo not given in full) | -9% | -3 | 145 | -5 | 90 | 95 | 11% | 3 | 145

Source: PubChem BioAssay
